From PubChem
AI-2 QS mod: modulators of Vibrio harveyi AI-2 quorum sensing system. Vibrio harveyi JMH597 AI-2 luminescence/OD600 ratio, 9 h; active compounds read low; strain lacks LuxN and CqsS sensors; 0 = neutral-control median. activity change, % at 7.5 µM. 300,000 compounds, 0.4% hits; in the data active = activity change below about -75%, passing the limit was not always enough; inconclusive = no clear call, values can overlap the other calls;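 also: luminescence divided by OD600 gain over 9 h not by final OD600 alone; inactives centre near 13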
HSF1 activator: increases HSF-1 driven luciferase reporter signal | NIH3T3-HGL HSF-1 luciferase reporter, MG132, 8 h; 100% = twice DMSO control signal | activation, % at 9 µM | 300,000 compounds, 1.7% hits | AID 504408;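 active = mean replicate activation of at least 50% with a set share of replicates each reaching 50%; inconclusive = only one of those two conditions met; inactive = mean below 50% and too few replicates reaching it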;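 also: 0% = median of the neutral control wells and 100% = twice that signal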
HSP90 refold inh: inhibitors of HSP90 luciferase refolding in rabbit reticulocyte lysate. luciferase refolding luminescence, 3 h. inhibition, % at 5.6 µM. 290,000 compounds, 0.91% hits. AID 1789;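 active = inhibition above the screen-wide mean plus 3 SD, computed separately per campaign, cut at about 16% in these data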;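 also: 0% = DMSO wells and 100% = 60 µM geldanamycin wells; inhibitors lower the luminescence because luciferase stays unfolded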
GSK3B inh: human GSK3beta kinase inhibition | P49841 | activity score (negative = inhibition), % at 10 µM | AID 2097 | 300,000 compounds, 0.038% hits | GST-GSK3beta kinase, ADP-Glo luminescence, 60 min; active compounds read low;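 active = more than half of replicate wells score below -50%, meaning over 50% inhibition versus plate controls; inconclusive = some replicates but at most half score below -50%; inactive = no replicate scores below -50%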;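 also: 0% = median DMSO wells and -100% = median GW8510 positive control wells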
Target sequence (P49841 whole entry, looked up): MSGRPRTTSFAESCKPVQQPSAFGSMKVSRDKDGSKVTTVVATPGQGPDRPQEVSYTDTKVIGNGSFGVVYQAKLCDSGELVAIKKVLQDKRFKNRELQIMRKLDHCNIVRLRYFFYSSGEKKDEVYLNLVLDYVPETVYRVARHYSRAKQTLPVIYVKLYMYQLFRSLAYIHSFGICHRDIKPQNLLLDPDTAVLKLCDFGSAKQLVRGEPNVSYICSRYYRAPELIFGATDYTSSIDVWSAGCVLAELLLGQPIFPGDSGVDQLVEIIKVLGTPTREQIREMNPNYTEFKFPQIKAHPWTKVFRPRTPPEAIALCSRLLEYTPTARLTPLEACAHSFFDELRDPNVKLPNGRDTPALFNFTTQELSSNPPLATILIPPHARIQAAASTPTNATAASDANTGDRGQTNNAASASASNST
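Test system: GST-tagged human GSK3beta kinase, cell-free; evaluation: activity score scaled between in-plate DMSO and GW8510 controls; measured by: ADP-Glo luminescence; incubation: 60 min reaction, RT; benchmarks: DMSO and 20 µM GW8510; reagent: peptide substrate plus 25 µM ATP (final); medium: Tris/MgCl2 kinase buffer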
PolyA inhibitor: blocks polyadenylation in yeast reporter cells; S. cerevisiae SKY197-pL101 polyadenylation reporter, beta-gal luminescence; efflux-impaired pdr1/pdr3 knockout yeast; score 100 = 6 SD above DMSO; calls only at 12 µM; 300,000 compounds, 0.02% hits; AID 1875;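 active = lowest replicate activity score at least 50, where 100 means six control SD above control mean; inconclusive = lowest score under 50 but half or more replicates reach 50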;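 also: yeast exposed to compound for 9 h at 30 °C; higher score means more reporter readthrough which indicates perturbed polyadenylation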
GSK3 alpha inh: inhibitors of human GSK-3 alpha kinase. 320,000 compounds, 0.1% hits. AID 2650. inhibition, % at 10 µM. ADP-Glo luminescence, 60 min. P49840;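 in the data active = inhibition above about 50%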;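 also: GST-tagged GSK-3 alpha with peptide substrate and 25 µM ATP; 0% = DMSO neutral wells and 100% = GW8510 positive control wells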
Target sequence (P49840 whole entry, looked up): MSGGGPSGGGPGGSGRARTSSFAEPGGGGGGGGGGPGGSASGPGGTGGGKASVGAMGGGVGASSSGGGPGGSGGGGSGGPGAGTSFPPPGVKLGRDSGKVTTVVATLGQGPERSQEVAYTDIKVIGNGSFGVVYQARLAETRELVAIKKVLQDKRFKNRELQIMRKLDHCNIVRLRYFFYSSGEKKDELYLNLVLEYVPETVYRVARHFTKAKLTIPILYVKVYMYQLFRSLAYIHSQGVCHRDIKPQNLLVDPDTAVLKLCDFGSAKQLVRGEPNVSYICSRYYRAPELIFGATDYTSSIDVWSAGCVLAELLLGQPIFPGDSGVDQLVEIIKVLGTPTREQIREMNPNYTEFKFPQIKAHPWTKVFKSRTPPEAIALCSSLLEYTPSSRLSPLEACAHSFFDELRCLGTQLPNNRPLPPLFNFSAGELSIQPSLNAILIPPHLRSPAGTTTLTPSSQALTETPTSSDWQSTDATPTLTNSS
IEC-6 cytotox: counter-screen for KLF5 inhibitors: cytotoxicity in IEC-6 cells; 290,000 compounds, 0.78% hits; IEC-6 cytotoxicity, luminescence viability; inhibition, % at 5 µM; in the data active = inhibition above about 22%;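 also: 0% = plate median of test compound wells and 100% = cytotoxic reference compound wells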
aSyn 5UTR inh: 5' untranslated region of α-synuclein, MLPCN primary screen; alpha-synuclein 5'UTR reporter, inhibitor activity; inhibition, % (tested at 7.5 µM); 300,000 compounds, 0.82% hits; in the data active = inhibition above about 60%; inconclusive = no clear call, values can overlap the other calls;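 also: H4 neuroglioblastoma cells stably carrying SNCA 5'UTR luciferase fusion; 0% = DMSO wells and 100% = positive control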
HSF1 inhib: HSF1 inhibition. NIH3T3-HGL HSE-luciferase, MG132-induced, luminescence 8 h; active compounds read low. activity change, negative = inhibition, % at 7.5 µM (by protocol). 300,000 compounds, 0.77% hits;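 active = more than half of replicate wells show activity change below -50%, luminescence cut by over half; inconclusive = some wells, but at most half, below -50%; inactive = no replicate well below -50%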;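 also: luciferase reports HSF-1 transcriptional activity via heat shock element; 0% = median of DMSO wells and -100% = zero luminescence signal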
KLF5 inh: kruppel-like factor 5 inhibition; DLD-1 KLF5 promoter-luciferase reporter, luminescence; inhibition, % at 5 µM; 290,000 compounds, 0.23% hits; AID 1700;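 active = inhibition above a per-plate limit of that plate's mean compound inhibition plus 3 SD, cut at about 60% in these data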;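 also: 0% = DMSO wells and 100% = LY294002 at 200 µM; higher means less KLF5 promoter-driven luciferase light; inactives centre near -14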
* marks the source's active call; other numbers are inactive results; i = inactive; u = inconclusive; x = no result given.

Structure	AI-2 QS mod	HSF1 activator	HSP90 refold inh	GSK3B inh	PolyA inhibitor	GSK3 alpha inh	IEC-6 cytotox	aSyn 5UTR inh	HSF1 inhib	KLF5 inh
CCSc1nc2c(c(=O)[nH]1)C(c1ccncc1)C(C(=O)OC(C)C)=C(C)N2 (stereo unspecified)	25	20	-3	1	i	-1	-1	10	6	-14
COC(=O)C(C)NC(=O)C12CC3CC(CC(C3)C1)C2 (stereo unspecified)	14	9	3	2	i	4	-4	18	-2	14
COc1cccc(COc2cc3ccccc3nc2C)c1	-89*	7	-3	2	i	-1	6	-96	9	36
CC(=O)Nc1sc2c(c1C(c1ccccc1)N1CCOCC1)CCCC2 (stereo unspecified)	20	6	-1	0	i	4	-4	9	5	-22
C1CCC(c2nn3c(-c4n[nH]c5c4CCC5)nnc3s2)CC1	31	-18	4	-1	i	x	-4	u	-15	-21
COc1ccc(N2C(=NC(=O)C3CCCCC3)SC3CS(=O)(=O)CC32)cc1 (stereo unspecified)	19	14	-4	0	i	-4	-5	9	0	-18
O=C(O)Cc1ccc(O)c(O)c1	4	-1	x	2	i	1	x	6	-2	x
Clc1ccc(CNc2ccccn2)cc1	27	5	-1	-1	i	-2	4	-16	11	-13
CCCS(=O)(=O)N1CCCC(C(=O)NCCN(C)Cc2ccccc2)C1 (stereo unspecified)	16	-8	2	1	i	-7	4	2	-1	-7
CCSc1nnc(NC(=O)c2ccccc2)s1	16	30	0	1	i	0	-1	-94	24	-126
COc1cc2c(C(=O)O)c(C)n(C)c2c2ccccc12	-7	-11	1	-3	i	0	-3	2	-4	-36
CCN1CCN(C(=O)CCN2C(=O)c3ccccc3C2=O)CC1	20	9	-3	-1	i	7	7	21	-3	-5
Cc1cccc(C)c1NC(=O)CN(C)C(=O)/C=C/c1cccs1	0	22	-6	-1	i	6	-4	-12	-1	-2
CC1(C)C(=O)N(c2ccccc2)C(=O)c2ccccc21	9	0	x	1	i	-6	x	-7	4	x
COc1ccccc1/C=C/C=N/n1c(C)nnc1C	14	-14	3	-6	i	-2	2	9	-1	-23
COc1ccccc1N1CCN(Cc2ccco2)CC1	19	1	1	-3	i	-1	-2	-9	-2	17
Cc1ccc(-c2nc(CS(=O)CC(=O)NC3CCCC3)c(C)o2)cc1 (stereo unspecified)	38	22	0	-1	i	-5	5	5	5	-21
COc1ccc(Cn2nnnc2C(c2ccccc2OC)N2CCC(C(N)=O)CC2)cc1 (stereo unspecified)	21	5	0	3	i	-1	-2	21	4	-11
CCCCn1nc2cc(C(=O)NCCc3ccc(C)cc3)ccc2c1OCC	10	-42	-2	2	i	-2	2	16	-27	-14
CCOC(=O)C1=C(Cn2cnc3ccccc32)NC(=O)NC1c1cc(C)ccc1C (stereo unspecified)	28	x	3	-1	i	-5	2	25	x	-16
COC(=O)c1ccc(CN2CCC(n3nccc3NC(=O)C3CC3)CC2)cc1	11	-9	-4	2	i	1	5	-11	-1	-6
C#CCOc1ccc(C2C3=C(CC(C)(C)CC3=O)N(CC(=O)O)C3=C2C(=O)CC(C)(C)C3)cc1OC	16	60*	2	0	i	0	-4	-18	31	19
CC(=O)C1=C(C)N(Cc2ccccc2)C(=O)N[C@H]1c1cccc(C(F)(F)F)c1	12	9	2	0	i	-3	6	7	0	-13
O=C(CSc1nc2cc(Cl)ccc2o1)Nc1ccc(N2CCOCC2)cc1	15	19	3	4	i	x	-3	-133	6	-55
O=C(Nc1ccc2c(c1)OCO2)C1CC(=O)N(c2ccccc2)C1 (stereo unspecified)	26	0	-1	1	i	0	-3	17	-7	13
CCOc1ccc(NC(=O)c2ccc(F)cc2F)cc1	13	46	x	0	i	-3	x	-103	27	x
COc1cccc(Nc2cc(C)nc3ccccc23)c1	22	-5	0	-4	i	-2	7	7	-8	-16
CC(C)CCNc1nc(N2CCCC2)c2c(c1C#N)CCN(C)C2	5	-4	5	-1	i	6	-2	30	1	-3
COc1ccc(OC)c(NC(=O)CNC(=O)Cn2cnc3sc(C)cc3c2=O)c1	30	-10	3	-1	i	-13	-4	18	1	-17
C=CCNS(=O)(=O)c1ccc(C(=O)OCc2cc(=O)oc3cc(OC)ccc23)cc1	17	10	-1	1	i	-3	-5	8	5	-18
CCC(=O)Nc1c2c(nn1-c1ccc(OC)cc1)CS(=O)C2 (stereo unspecified)	20	-2	-5	3	i	-2	2	-25	-12	-3
COc1cccc(NC2=C(Cl)C(=O)OC2OC(=O)c2ccco2)c1 (stereo unspecified)	1	2	1	-1	i	-3	-2	3	4	14
CC(C)c1nc2n[nH]c(N)c2c2c1CCCC2	15	12	-3	3	i	3	-6	19	0	-35
COc1cc(NC(=O)c2ccccc2)ccc1NC(=O)c1cc2ccccc2o1	4	-8	0	0	i	-1	-6	-10	-5	-32
Cc1cnc(C(=O)N2CCCC(C(=O)c3ccc(C(F)(F)F)cc3)C2)cn1 (stereo unspecified)	11	23	1	1	i	6	6	-21	9	-28
Cc1ccc(O)c(NC(=O)c2cccc(NC(=O)c3ccco3)c2)c1	5	18	0	-5	i	-2	1	-31	11	-27
COc1ccc(C(=O)Nc2c3c(nn2-c2ccc(Cl)cc2)CS(=O)(=O)C3)cc1	82	5	-5	0	i	-1	-6	-37	-1	-5
CCOC(=O)c1c(N)c2cc([N+](=O)[O-])ccc2n1C	23	14	0	3	i	3	-1	-13	-5	-20
COc1cccc(/C=N/NC(=O)COc2cccc3cccnc23)c1O	15	24	-2	-1	i	-2	0	12	5	-1
CCCNC(=S)N1CCC(NC(=O)C2CCCCC2)CC1	4	10	2	-3	i	-1	3	22	-4	-8
COc1ccc(Cl)cc1C(=O)NNC(=S)NC1CCCCC1	7	-5	0	-19	i	-1	0	29	1	-1
COc1ccc(C(=O)Nn2c(SCC(=O)N3CCC(C)CC3)nc3ccccc3c2=O)cc1	37	-73	73*	-6	i	0	14	83*	-66*	14
COc1ccc(C2c3c(oc4ccccc4c3=O)C(=O)N2CCCN2CCOCC2)cc1 (stereo unspecified)	-4	23	0	2	i	-1	-9	-17	0	-48
COc1ccc(S(=O)(=O)N2CCC(C(=O)NCc3ccncc3)CC2)cc1C	3	23	4	0	i	0	-12	9	-4	4
O=C(CN1C(=O)COc2ccccc21)N(CCCN1CCOCC1)CC1CC=CCC1 (stereo unspecified)	-4	8	1	4	x	1	-5	11	2	11
Cc1ccccc1Oc1nc2c(C)cccn2c(=O)c1/C=C(\C#N)C(=O)NC1CCS(=O)(=O)C1 (stereo unspecified)	-5	72*	17*	-3	i	-3	55*	21	43	11
CCOc1cc(/C=N/NC(=O)c2cccnc2)ccc1OC(=O)c1ccco1	25	11	5	-3	i	-3	-2	-1	3	-26
O=C(Nc1cccc(Cl)c1)Nc1cnccn1	6	12	0	-2	i	2	2	-34	3	-55
O=C(CCCCC(=O)Nc1ccc(F)cc1F)Nc1ccc(F)cc1F	6	-4	x	1	i	-3	x	-12	3	x
O=C(CCN1CCN(CCO)CC1)Nc1ccc(C2CCCC2)cc1	25	-11	0	0	i	0	1	8	-5	-7

(next part)
Structure	AI-2 QS mod	HSF1 activator	HSP90 refold inh	GSK3B inh	PolyA inhibitor	GSK3 alpha inh	IEC-6 cytotox	aSyn 5UTR inh	HSF1 inhib	KLF5 inh
CCc1nn(CC(=O)NCCCN2CCCC2=O)c(=O)c2cc3sccc3n12	8	4	-3	1	i	1	-5	12	-1	-5
Cc1ccccc1NC(=O)CN1CCOCC1	13	-3	-3	3	i	-1	1	-6	-1	-21
CS(=O)(=O)N1Cc2ccccc2CC1C(=O)OCC(=O)Nc1ccc2ccccc2c1 (stereo unspecified)	12	31	7	1	i	2	-2	-10	4	-40
CN(CCOC(=O)c1ccc2c(c1)OCCO2)C(C)(C)C	7	12	-1	-6	i	-3	5	-30	-7	-51
COc1ccc(CCn2c(C)cc(C(=O)CSc3nnnn3C)c2C)cc1	1	4	-1	-2	i	-1	-5	-2	-9	-14
O=C(Nc1ccc(Cl)c(S(=O)(=O)N2CCOCC2)c1)c1ccc(OCC2CCCO2)cc1 (stereo unspecified)	72	-2	-2	0	i	-1	-11	10	-17	-16
COc1cc(CNn2cnnc2)ccc1OCC(=O)NC(C)(C)C	21	6	-8	1	i	-1	2	4	-8	-38
COc1ccc(C(=O)NCCc2nnc3ccc(SCC(=O)Nc4ccccc4F)nn23)cc1	18	5	-5	5	i	-3	0	20	1	-8
CCOc1ccccc1NS(=O)(=O)c1c(C)[nH]c(C)c1C(=O)N1CCCCC1	-2	-7	-1	-1	i	-2	6	11	0	-9
CC12CCC(=O)N1c1c(sc3nc(N4CCOCC4)c4c(c13)CCCC4)C(=O)N2 (stereo unspecified)	8	7	4	-1	i	2	-5	-5	-9	-28
O=C(Nc1ccccc1Br)c1cc(=O)c2ccccc2o1	15	23	-1	2	i	-2	0	-184	4	-112
CN(C)c1ccc(NC(=O)c2ccc3nsnc3c2)cc1	-11	25	5	3	i	0	5	-166	-4	-177
O=C(Nc1cc(C(F)(F)F)ccc1F)C1CCC1	23	-34	-2	6	i	0	-2	-4	-23	-16
CCC1(c2ccc(F)cc2)NC(=O)N(CC(=O)Nc2ccc(C)c(S(=O)(=O)N3CCOCC3)c2)C1=O (stereo unspecified)	-6	2	2	0	i	-2	5	-3	-6	6
Cc1ccc(C(=O)/C=C/c2ccc3c(c2)OCCO3)c(O)c1	1	6	0	2	i	0	-2	-181	0	-87
O=C1CCCN1CCCN=c1c([N+](=O)[O-])nn(-c2ccc(Cl)cc2)n1O	33	62*	1	-3	i	x	18	43	33	-18
CCOc1ccc(CCNC(=O)COC(=O)C2=NNC(=O)CC2)cc1OCC	5	1	x	2	i	1	x	12	-7	x
Cc1oc(-c2cc(F)ccc2F)nc1CN1CCCN(C(=O)c2ccco2)CC1	23	4	-1	5	i	-1	3	7	-5	-9
CCC(=O)N1c2ccccc2NC2=C(C(=O)CC(c3ccco3)C2)C1c1ccco1 (stereo unspecified)	16	-1	-2	2	i	-2	-8	19	1	-33
Cc1ccc(/C=C2/NC(=O)N(Cc3ccccc3)C2=O)o1	17	15	-4	5	i	1	1	0	3	-13
CCOc1cc(CNn2cnnc2)cc(Cl)c1OCC(=O)NC(C)(C)C	x	11	-3	x	i	-1	-3	2	6	-14
CCCCCCNS(=O)(=O)c1ccccc1Br	27	3	x	3	i	0	x	-2	-5	x

A portion of the library, so the mix of outcomes need not match the whole.
